# RGS4 inhibitor = human RGS4 inhibition; AID 504845; Potency, µM (top dose mostly 114 µM), for the others: top-dose activity change, negative = inhibition, usual class: inhibitors; P49798; Transcreener GDP fluorescence polarization, RGS4-accelerated GTP hydrolysis; actives 0.039% (n = 390,000); also: potency is read from the fitted curve at half-maximal effect; % is scaled to controls: 0 for no effect and ±100 for the full control effect; nearly all actives have a fitted effect of over 75% in size; some results filed as inactive show a strong effect at the top dose
# Target sequence (P49798 whole entry, looked up): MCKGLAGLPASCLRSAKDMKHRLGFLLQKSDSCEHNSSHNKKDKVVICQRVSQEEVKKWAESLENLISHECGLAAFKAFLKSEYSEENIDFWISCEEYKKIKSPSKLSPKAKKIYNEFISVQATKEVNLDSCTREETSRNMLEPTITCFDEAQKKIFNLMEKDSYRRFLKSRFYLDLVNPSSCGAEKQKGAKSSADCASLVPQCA
#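 MLSMR compounds (23 nl, pin-transferred) preincubated 10 min at room temperature with a 500nM (2x) first reagent, then RGS4 at 900nM (2x) plus Transcreener GDP mix added; fluorescence polarization (620/688 nm) read before and after 90 min at 30 °C.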
# LDHA block = LDHA (human) enzyme inhibition. actives 0.15% (n = 480,000). purified LDHA, NADH/diaphorase-resazurin fluorescence; active compounds read low. P00338. activity change, % (values are at about 110 or 230 µM); in the data active = activity change below about -30%; inconclusive = mostly about -25% to -30%;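 also: plate controls were DMSO wells for no effect and wells without enzyme for full effect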
#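 Resorufin fluorescence (ex540/em590), read at 0 and 20 min after diaphorase/resazurin addition, reports the NADH left after a 5 min room-temperature reaction of 2 nM human LDH5 with 0.06 mM NADH and 0.2 mM pyruvate.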
# Apoferritin bind = candidate novel general anesthetic via apoferritin binding; apoferritin/1-aminoanthracene competitive binding, fluorescence; Potency, µM (titrated, usually from 77.5 µM), without a hit: top-dose activity change, negative = displacement, actives largely listed as inhibitors; P02791; actives 0.074% (n = 350,000); also: potency is read from the fitted curve at half-maximal effect; % is scaled to controls: 0 for no effect and ±100 for the full control effect; nearly all actives have a fitted effect of over 20% in size
# Target sequence (P02791 2-175 limits assumed): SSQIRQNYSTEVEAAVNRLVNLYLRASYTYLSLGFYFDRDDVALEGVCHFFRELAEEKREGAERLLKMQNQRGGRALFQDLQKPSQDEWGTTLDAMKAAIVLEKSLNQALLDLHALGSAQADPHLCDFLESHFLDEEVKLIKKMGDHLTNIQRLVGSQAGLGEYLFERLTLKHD
#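 Concentration-response curves derived by four-parameter Hill fitting of normalized fluorescence, where compounds displaced 1-AMA from 10 uM horse apoferritin following a brief 10 min room-temperature incubation; propofol titration acted as positive control.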
# Pol kappa inh = DNA polymerase kappa (human) inhibition; purified Pol kappa, fluorescent DNA synthesis assay, 10 min; Q9UBT6; AID 588579; actives 0.53% (n = 400,000); Potency, µM (top dose mostly 107 µM), inactives show top-dose activity, negative = inhibition, most hits filed as inhibitors; also: potency is read from the fitted curve at half-maximal effect; % is scaled to controls: 0 for no effect and ±100 for the full control effect
#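 Enzyme at 10 nM met test compounds for 15 min at room temperature. Substrate addition (50 nM final) began the reaction, which was monitored by fluorescence at 0 and 10 min.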
# ALOX12 inh = ALOX12 (human) lipoxygenase inhibition | AID 1671190 | P18054 | purified 12hLO, xylenol orange hydroperoxide absorbance | actives 1.1% (n = 580,000) | Potency, µM (top dose mostly 108 µM), without a hit: at the top dose activity change, negative = inhibition, usual class: inhibitors; also: potency is read from the fitted curve at half-maximal effect; % is scaled to controls: 0 for no effect and ±100 for the full control effect
# Target sequence (P18054 whole entry, looked up): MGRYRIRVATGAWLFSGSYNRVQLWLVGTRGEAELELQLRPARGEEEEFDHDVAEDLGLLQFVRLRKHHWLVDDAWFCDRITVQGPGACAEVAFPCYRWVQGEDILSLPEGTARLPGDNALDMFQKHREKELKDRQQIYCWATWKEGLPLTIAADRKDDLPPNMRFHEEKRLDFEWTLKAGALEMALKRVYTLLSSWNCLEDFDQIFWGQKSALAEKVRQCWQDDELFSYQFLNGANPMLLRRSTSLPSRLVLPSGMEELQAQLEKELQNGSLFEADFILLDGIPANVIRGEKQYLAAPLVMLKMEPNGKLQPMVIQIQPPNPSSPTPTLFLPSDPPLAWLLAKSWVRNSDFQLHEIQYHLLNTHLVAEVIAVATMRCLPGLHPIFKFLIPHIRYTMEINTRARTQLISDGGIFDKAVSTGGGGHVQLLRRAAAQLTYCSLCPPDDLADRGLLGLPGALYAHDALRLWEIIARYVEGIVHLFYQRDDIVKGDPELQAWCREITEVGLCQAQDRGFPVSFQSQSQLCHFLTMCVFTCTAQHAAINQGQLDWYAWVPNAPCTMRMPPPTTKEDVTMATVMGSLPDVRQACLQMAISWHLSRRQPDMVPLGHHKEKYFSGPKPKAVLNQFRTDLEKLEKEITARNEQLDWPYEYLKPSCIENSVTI
#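 Purified human 12hLO (150 nM final) in 25 mM Hepes, 0.01% Triton X-100, pH 7.0 was preincubated 15 min at room temperature with compound. Then 40 uM arachidonic acid was added, 30 min. Hydroperoxide was read by Fe-XO absorbance ratio 573/405 nm.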
# ERG Ets-DNA blk = ERG Ets/DNA interaction inhibition; P11308; actives 0.028% (n = 370,000); fluorescence polarization, His-ERG Ets domain / labelled DNA; Potency, µM (titrated, usually from 76.9 µM), inactives show at the top dose FP activity, negative = inhibition, usual class: inhibitors; active = well fitted inhibition curve with a large enough effect in the polarisation, with a control signal flat; inconclusive = small, poorly fitted or top-dose-only effect, or effect the other way, or a change in a side signal; inactive = no such curve, though single readings can be large or run the other way; the % refers to the polarisation;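 also: polarization taken with two DNA probes labelled with fluorescein and Texas red; potency is read from the fitted curve at half-maximal effect; % of control where 0% means no effect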
#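 His-tagged ERG Ets domain (1 uM in the protein solution; 300mM KCl, 50mM Tris-HCl, 1mM EDTA, 1mM DTT, pH 7.5) received compound, then a probe mix of 5 nM fluorescein-DNA and 100nM Texas-615-DNA. Fluorescence polarization was read for both dyes.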
# Pol beta inh = DNA polymerase beta (human) inhibition; Pol beta primer extension/strand displacement, fluorescence kinetic; actives 1.3% (n = 340,000); AID 485314; Potency, µM (titrated, usually from 114 µM), for inactives: at the top dose activity change, negative = inhibition, usual class: inhibitors; P06746; also: potency is read from the fitted curve at half-maximal effect; % is scaled to controls: 0 for no effect and ±100 for the full control effect
#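 Values derive from four-parameter Hill fits of normalized kinetic data: reads at 0 and 10 min following addition of 50 nM substrate to 10 nM Pol beta preincubated 15 min with compound.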
# APE1 inh = APE1 (human) endonuclease inhibition; recombinant APE1, TAMRA/BHQ-2 abasic DNA cleavage fluorescence; actives 0.35% (n = 350,000); P27695; Potency, µM (titrated, usually from 65.8 µM), inactives show at the top dose activity change, negative = inhibition, hits mostly inhibitors; AID 2517;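 also: potency is read from the fitted curve at half-maximal effect; plate controls were vehicle for no effect and reference inhibitor for full effect; nearly all actives have a fitted effect of over 55% in size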
#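 Measures dequenching upon AP-site incision of a 5'-TAMRA/3'-BHQ-2 THF-containing duplex, 50 nM; human APE1 0.75 nM after 15 min room-temperature exposure to compound; kinetic three-point read at one-minute spacing.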
# Pol eta inh = blocks human DNA polymerase eta activity | Potency, µM (top dose mostly 114 µM), for the others: at the highest dose activity change, negative = inhibition, usual class: inhibitors | actives 1.2% (n = 390,000) | recombinant Pol eta, fluorescent DNA replication assay | AID 588591; also: potency is read from the fitted curve at half-maximal effect; % is scaled to controls: 0 for no effect and ±100 for the full control effect
#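 Pol eta (10 nM) was preincubated with compounds for 15 min at room temperature, after which fluorescent replication substrate (50 nM final) was added to start the reaction. Fluorescence was read kinetically at 0 and 10 min.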
# Active calls of the source: *; u = inconclusive; x = not tested or not shown; & = joins results of further samples; [ ] = dose if it differs, or a comment. Unless noted, calls follow the shape of the dose curve; as a rule, active = well fitted curve in the direction sought with a large enough effect; inconclusive = small, poorly fitted or top-dose-only effect, or another doubt; inactive = no such curve, though single readings can be large; an effect the other way counts as inactive or inconclusive. Not all compounds are listed, so the mix of outcomes need not match the whole.
# Order of values – RGS4 inhibitor, LDHA block, Apoferritin bind, Pol kappa inh, ALOX12 inh, ERG Ets-DNA blk, Pol beta inh, APE1 inh, Pol eta inh
CN(CCOc1ccccc1)CC(=O)Nc1ccc(Cl)cc1[N+](=O)[O-]
 : -15%, -24, u, -2%, u, 1%, 7%, -5%, -14%
COc1ccc(-c2ccc(SCC(=O)Nc3nccs3)nn2)cc1OC
 : -8%, -1, -2%, 0%, -4%, 7%, 50%, 10%, 6%
O=C1CSc2ccccc2N1Cc1ccccc1F
 : -15%, 1, u, -2%, -5%, -9%, 8%, 9%, -16%
Cc1ccc(S(=O)(=O)N(C)C)cc1NC(=S)Nc1ccc2[nH]c(=O)[nH]c2c1
 : -8%[56.9 µM], -5, -10%, -4%, -18%, -1%, -30%, -4%, -7%
Cc1cc(NC(=O)CSc2nnc(-c3cccc(F)c3)n2N)no1
 : -3%, -1, x, -5%, -4%, 8%, x, 8%, -19%
O=C(Cc1cccs1)NCCS(=O)(=O)N1CCN(c2ccccc2F)CC1
 : 28%, -4, x, -2%, 0%, 4%, x, -8%, -12%
CC(C)CCNC1=NCCCCC1
 : -21%, -7, -4%, 2%, 6%, x, 5%, -2%, 0%
CCCCCCCCCC(=O)NNC(=O)c1c(O)c2ccccc2n(CCC)c1=O
 : 9%, -3, -3%, -6%, 4%, -27%, 2%, 5%, -13%
O=C(O)c1cn2c3c(ccc(Cl)c3c1=O)OCC2
 : 13%, 5, -7%, -1%, 3%, 4%, 20%, 1%, -7%
CC(=O)c1cccc(NC(=O)Cn2cc(C(=O)c3cccc(Cl)c3)c(=O)c3ccc(C)nc32)c1
 : u, -3, u, -7%, -12%, 14%, 15%, x, -1%
Cc1ccc(-n2c(SCn3nnc4ccccc4c3=O)nnc2-c2cccnc2)c(C)c1
 : 2%, -1, -16%, -4%, 0%, x, -18%, 7%, -16%
CC1CCN(S(=O)(=O)c2ccc3ncn(CC(=O)N(C)C4CCCCC4)c(=O)c3c2)CC1
 : -30%, -6, -3%, -5%, -18%, 15%, 39%, -10%, 15%
CCCCOc1ccc(C(=O)N/C(=C/C=C/c2ccccc2)C(=O)N2CCOCC2)cc1
 : -38%, -4, -17%, -2%, -28%, -15%, 10%, -2%, -10%
CCOc1ccc(N2C(=O)N(Cc3c(F)cccc3Cl)c3ccccc3S2(=O)=O)cc1
 : -6%, -3, -2%, -8%[60.1 µM], -24%, -2%, 34%, x, 4%
Cc1cccnc1NC(=O)C1CCCN(S(=O)(=O)c2ccc3c(c2)oc(=O)n3C)C1 (stereo not given)
 : 2%, -4, 1%, 5%, -5%, 1%, -1%, 4%, -9%
Cc1onc(-c2ccccc2)c1-c1n[nH]c(=S)n1-c1ccc(C(=O)O)cc1
 : -2%, -1, -8%, -1%, -22%, -1%, 0%, -1%, 1%
Cc1c(Br)c([N+](=O)[O-])nn1CC(=O)N1CCN(C23CC4CC(CC(C4)C2)C3)CC1
 : 29%, -5, 3%, -21%, 3%, -1%, 0%, 40%, -2%
COc1ccc(CCC(=O)NCCS(=O)(=O)N2CCN(c3ccccc3F)CC2)cc1
 : 40%, -6, x, 5%, 11%, 6%, x, 29%, -8%
COc1cc([N+](=O)[O-])c2nc(C=NNC(N)=S)ccc2c1
 : -17%, 2, x, -1%, -5%, x, x, x, 6%
CCOc1ccccc1Nc1ccc2nonc2c1[N+](=O)[O-]
 : 25%, -3, 6%, -14%[60.1 µM], 0%, -11%, 2%, 19%, 1%
CC(c1nnnn1C(C)(C)C)N(Cc1cccnc1)Cc1ccccc1Cl (stereo not given)
 : 1%, -1, -22%, -4%, -1%, 1%, 39%, -7%, -8%
CCOc1ccc2nc(N3CCC(C(=O)N4CCN(c5ncccn5)CC4)CC3)sc2c1
 : 15%, -2, -10%, -1%, 0%, -6%, 30%, -4%, -3%
CCC(C)(C(=O)NC1CCCC1)N(C(=O)Cc1cccs1)c1c(C)n(C)n(-c2ccccc2)c1=O (stereo not given)
 : -18%, 2, -4%, 8%, 0%, -4%, 10%, -1%, -13%
COc1ccc(/C=C(\C#N)c2cc(OC)c(OC)cc2[N+](=O)[O-])cc1
 : 11%, -4, 3%, -6%, -4%, -1%, 1%, 0%, 5%
COc1cc(CNc2ccccc2)c([N+](=O)[O-])cc1OC
 : -8%, 12, -15%, -4%, u, -4%, 3%, 8%, 0%
Cc1cc(Nc2ncc(Cl)cc2Cl)n(-c2ccccc2)n1
 : -3%, -1, 10%, -7%, -14%, -4%, 36%, 12%, -25%
COc1ccc(N2CCN(C(=O)C3COc4ccccc4O3)CC2)cc1 (stereo not given)
 : 0%, 2, -14%, -11%, 0%[57.4 µM], -9%, -2%, -3%, -9%
CC(C)[C@H](NC(=O)c1ccccc1)C(=O)Nc1cccc(S(=O)(=O)N2CCOCC2)c1
 : -8%, -12, x, -11%, 11%, 2%, x, 9%, -7%
CCOC(=O)c1c(C)oc2nc(C)nc(NCc3ccccc3OCC)c12
 : 1%, 3&-9, 54%[activator], -7%, -31%&-17%, 3%, -3%, x, -25%
CC(C)NC(=O)c1ccc2c(c1)nnn2C
 : 3%, -10, 0%, -7%, 4%, -1%, 5%, 2%, -6%

# (cont.)
smiles | RGS4 inhibitor | LDHA block | Apoferritin bind | Pol kappa inh | ALOX12 inh | ERG Ets-DNA blk | Pol beta inh | APE1 inh | Pol eta inh
CC1CC1C(=O)N1CCN(S(=O)(=O)c2cccc(F)c2)CC1 (stereo not given) | -4% | -12 | x | -3% | 3% | 4% | x | -2% | -8%
CCOC(=O)c1ccc(N2CCN(c3cccc(OC)c3)CC2)c(NC(=O)Nc2ccc(OCC)cc2)c1 | 1% | 13 | -5% | 1%[60.1 µM] | 1% | -5% | 0% | x | -15%
CCc1c(C)nc2nncn2c1Nc1cccc(C)c1 | 1% | 3 | -2% | -12% | -21% | -4% | -13% | x | x
COc1ccc(-c2nnc(SCC(=O)Nc3cc(C)on3)n2N)cc1OC | -12% | -2 | -13% | -8% | 12% | 5% | u | 3% | 14%
Nc1nc2n(n1)C(c1ccccc1)CC(c1ccc(F)cc1)N2 (stereo not given) | 2% | 0 | -5% | 12% | 407%[activator] | -12% | -28% | 0% | -5%
CC(Oc1cc2oc(=O)c3c(c2cc1Cl)CCCC3)C(=O)NCCN1CCOCC1 (stereo not given) | -15%[11.4 µM] | -2 | -3% | -19% | -15% | 11% | 11% | -11% | -13%
Cc1cccc(NS(=O)(=O)c2ccc(C)c(C(=O)OCC(=O)Nc3cc(C)on3)c2)c1 | 7%[11.4 µM] | -1 | -24% | -18% | 4% | -5% | -16% | u | -14%
Cc1ccsc1CN1CCc2nc(Nc3ccccc3)ncc2C1 | 24% | 1 | u | -8%[60.1 µM] | -1% | 10% | u | x | -8%
C=CCN(CC=C)Cc1c(O)ccc2c1oc(=O)c1ccccc12 | -28% | 20 | x | -7% | u | x | x | x | -3%
O=C(O)c1cc(N=Nc2c(O)ccc3ccccc23)cc(C(=O)O)c1 | -1%[11.4 µM] | -2 | -1% | 20µM* | -4% | 5% | -4% | u | 18µM*
Cc1ccc2nc(COc3cccc(NC(=O)c4ccccc4Cl)c3)cc(=O)n2c1 | -10% | 1 | -9% | -7%[60.1 µM] | u | -6% | -10% | x | -25%
COCCCN=Cc1c(C)[nH]n(-c2ccc(Br)cc2Br)c1=O | 23% | -10 | -5% | -10% | -17% | 3% | -25% | 0% | -5%
COc1cccc(CNC(=O)CCC(=O)N2Cc3cccc(OC)c3Oc3ncccc32)c1OC | 14%&14% | 1&-5 | -7%&3% | -2%&-6% | -7%&-2% | 10%&4% | -1%&42% | 44% | -6%&-9%
c1csc(CNc2ncnc3sccc23)c1 | -5% | -3 | x | 12% | 0% | -4% | x | x | -8%
Clc1cccc(Cl)c1C1=NOC(c2nnc(-c3ccccc3)o2)C1 (stereo not given) | -5% | -1 | u | -3% | u | -11% | 1% | 19% | -20%
Cc1ccc(NC(=O)CN(C)S(=O)(=O)c2cccc3cccnc23)cc1F | 5%&-8% | -1&0 | -22%&-13% | -13%&-3% | -8%&0% | -9%&9% | -6%&-1% | -20% | 0%&-23%

# Reformatted as labelled records: 3 of the compounds above.
> CC(C)[C@H](NC(=O)c1ccccc1)C(=O)Nc1cccc(S(=O)(=O)N2CCOCC2)c1
  RGS4 inhibitor: -8%	LDHA block: -12	Apoferritin bind: x	Pol kappa inh: -11%	ALOX12 inh: 11%	ERG Ets-DNA blk: 2%	Pol beta inh: x	APE1 inh: 9%	Pol eta inh: -7%
> CCOC(=O)c1c(C)oc2nc(C)nc(NCc3ccccc3OCC)c12
  RGS4 inhibitor: 1%	LDHA block: 3&-9	Apoferritin bind: 54%[activator]	Pol kappa inh: -7%	ALOX12 inh: -31%&-17%	ERG Ets-DNA blk: 3%	Pol beta inh: -3%	APE1 inh: x	Pol eta inh: -25%
> CC(C)NC(=O)c1ccc2c(c1)nnn2C
  RGS4 inhibitor: 3%	LDHA block: -10	Apoferritin bind: 0%	Pol kappa inh: -7%	ALOX12 inh: 4%	ERG Ets-DNA blk: -1%	Pol beta inh: 5%	APE1 inh: 2%	Pol eta inh: -6%

# From PubChem
